Assay outcomes: PubChem, National Center for Advancing Translational Sciences (NCATS)
APE1 inh – qHTS Assay for Inhibitors of the Human Apurinic/apyrimidinic Endonuclease 1 (APE1); Potency, µM (highest dose often 65.8 µM), for inactives: at the top dose activity change, negative = inhibition, most hits filed as inhibitors; recombinant APE1, TAMRA/BHQ-2 abasic DNA cleavage fluorescence; 350,000 tested, 0.35% active; AID 2517, 2012; DNA repair nuclease/redox regulator APEX1 (Homo sapiens), P27695;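 also: plate controls were vehicle for no effect and reference inhibitor for full effect; nearly all actives have a fitted effect of over 55% in size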
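APE1 at 0.75 nM preincubated 15 min at room temperature with compound. Reaction then started with 50 nM double-stranded THF-abasic substrate labelled with TAMRA/BHQ-2, and 525/598 nm fluorescence read kinetically. Activity taken as third-minus-first read difference, normalized to DMSO and NSC13755 controls.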
POLK inh – qHTS for Inhibitors of Polymerase Kappa; purified Pol kappa, fluorescent DNA synthesis assay, 10 min; Potency, µM (doses to about 107 µM), for inactives: at the highest dose activity, negative = inhibition, most hits filed as inhibitors; 400,000 tested, 0.53% active; also: % is scaled to controls: 0 for no effect and ±100 for the full control effect
Target sequence (Q9UBT6 whole entry, looked up): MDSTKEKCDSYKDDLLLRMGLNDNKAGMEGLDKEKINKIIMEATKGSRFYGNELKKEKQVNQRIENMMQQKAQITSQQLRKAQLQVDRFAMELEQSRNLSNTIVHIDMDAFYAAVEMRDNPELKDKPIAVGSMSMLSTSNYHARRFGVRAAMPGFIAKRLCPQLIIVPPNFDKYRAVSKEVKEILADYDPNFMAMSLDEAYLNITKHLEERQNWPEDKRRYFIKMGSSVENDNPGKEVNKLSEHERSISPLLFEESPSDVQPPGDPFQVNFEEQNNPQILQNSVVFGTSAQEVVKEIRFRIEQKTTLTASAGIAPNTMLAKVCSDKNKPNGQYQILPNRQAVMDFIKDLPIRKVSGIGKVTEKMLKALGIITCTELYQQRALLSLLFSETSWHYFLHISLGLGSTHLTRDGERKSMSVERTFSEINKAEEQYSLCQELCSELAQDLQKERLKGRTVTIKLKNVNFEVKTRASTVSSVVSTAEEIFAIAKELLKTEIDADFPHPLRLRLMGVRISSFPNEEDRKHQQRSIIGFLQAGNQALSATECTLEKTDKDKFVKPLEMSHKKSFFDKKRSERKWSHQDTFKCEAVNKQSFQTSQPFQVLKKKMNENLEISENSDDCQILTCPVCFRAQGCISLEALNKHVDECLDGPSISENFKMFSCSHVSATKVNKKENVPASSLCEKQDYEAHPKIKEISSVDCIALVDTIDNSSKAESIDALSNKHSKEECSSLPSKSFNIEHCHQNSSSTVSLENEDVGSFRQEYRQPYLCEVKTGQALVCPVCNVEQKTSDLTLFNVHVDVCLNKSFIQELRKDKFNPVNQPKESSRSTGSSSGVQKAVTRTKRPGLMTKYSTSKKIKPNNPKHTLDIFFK
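Enzyme at 10 nM met test compounds for 15 min at room temperature. Substrate addition (50 nM final) began the reaction, which was monitored by fluorescence at 0 and 10 min.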
G9a block – qHTS Assay for Inhibitors of Histone Lysine Methyltransferase G9a. Histone-lysine N-methyltransferase EHMT2 (Homo sapiens), Q96KQ7. G9a H3K9 monomethylation, AlphaScreen, 2 h. Potency, µM (doses to about 102 µM), for the others: at the highest dose activity, negative = inhibition, usual class: inhibitors. 350,000 tested, 8.8% active; also: % is scaled to controls: 0 for no effect and ±100 for the full control effect; nearly all actives have a fitted effect of over 75% in size
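Enzyme 20 nM + cpd, 15 min RT; add b-H3K9 pep 500 nM / SAM 20 uM; 2 h RT; anti-H3K9me1 Ab 0.5 ug/mL + SA donor / anti-rabbit acceptor beads 20 ug/mL each, 10 min; AlphaScreen read.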
Pol eta inh – qHTS for Inhibitors of Polymerase Eta. DNA polymerase eta (Homo sapiens), Q9Y253. Potency, µM (highest dose often 114 µM), without a hit: top-dose activity change, negative = inhibition, actives largely listed as inhibitors. 390,000 tested, 1.2% active. recombinant Pol eta, fluorescent DNA replication assay; also: % is scaled to controls: 0 for no effect and ±100 for the full control effect
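Pol eta at 10 nM preincubated with compounds 15 min at room temperature; reaction started with fluorescent substrate (50 nM final) and read kinetically at 0 and 10 min.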
BLM inh – qHTS Assay for Inhibitors of Bloom's syndrome helicase (BLM). 350,000 tested, 0.2% active. recombinant BLM DNA unwinding, fluorescence dequenching. Potency, µM (series often up to 56.1 µM), for inactives: at the highest dose activity change, negative = inhibition, usual class: inhibitors;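 also: plate controls were vehicle for no effect and no enzyme for full effect; nearly all actives have a fitted effect of over 35% in size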
POLB inh – qHTS Assay for Inhibitors of DNA Polymerase Beta; Pol beta primer extension/strand displacement, fluorescence kinetic; P06746; Potency, µM (series often up to 114 µM), for inactives: top-dose activity change, negative = inhibition, hits mostly inhibitors; 340,000 tested, 1.3% active; also: % is scaled to controls: 0 for no effect and ±100 for the full control effect
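Pol beta (10 nM) and compounds were preincubated 15 min at room temperature, then 50 nM substrate (final) started primer extension/strand displacement. Reads were taken at 0 and 10 min; concentration-response data were fitted to a four-parameter Hill equation.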
BAZ2B block – qHTS Assay for Inhibitors of BAZ2B; Bromodomain adjacent to zinc finger domain protein 2B (Homo sapiens), Q9UIF8; AlphaScreen BAZ2B-H3K14Ac peptide displacement; Potency, µM (top dose mostly 114 µM), for inactives: at the highest dose activity change, negative = inhibition, actives largely listed as inhibitors; 360,000 tested, 4.4% active; AID 504333, 2011; also: % is scaled to controls: 0 for no effect and ±100 for the full control effect; nearly all actives have a fitted effect of over 60% in size
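AlphaScreen displacement: compounds (up to 110uM) incubated 30 min at room temperature with a preformed 50 nM BAZ2B/50 nM biotinylated H3K14Ac peptide complex in PBS pH 7.4 with Tween-20. Donor and acceptor beads at 10 ug/mL final added, 20 min light-protected before reading.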
Pol iota inh – qHTS for Inhibitors of Polymerase Iota; Potency, µM (titrated, usually from 115 µM), inactives show at the highest dose activity, negative = inhibition, usual class: inhibitors; 390,000 tested, 1% active; Pol iota fluorescent replication assay, 10 min; DNA polymerase iota (Homo sapiens), Q9UNA4; AID 588590, 2011
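Fluorescent replication assay read twice, at 0 min and 10 min after adding 50 nM (final) substrate. Enzyme (10 nM) and compounds were first incubated 15 min at room temperature; enzyme-free buffer wells were negative controls.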
Apoferritin bind – qHTS Assay for Identification of Novel General Anesthetics. AID 485281, 2010. 350,000 tested, 0.074% active. Ferritin light chain (Equus caballus), P02791. apoferritin/1-aminoanthracene competitive binding, fluorescence. Potency, µM (series often up to 77.5 µM), for the others: at the highest dose activity change, negative = displacement, actives largely listed as inhibitors; also: % is scaled to controls: 0 for no effect and ±100 for the full control effect; nearly all actives have a fitted effect of over 20% in size
Target sequence (P02791 2-175 limits assumed): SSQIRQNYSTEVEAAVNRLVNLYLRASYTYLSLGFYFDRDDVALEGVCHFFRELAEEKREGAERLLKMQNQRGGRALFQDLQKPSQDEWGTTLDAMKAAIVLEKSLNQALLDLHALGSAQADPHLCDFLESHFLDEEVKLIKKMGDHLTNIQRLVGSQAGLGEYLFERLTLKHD
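Read-out: endpoint 1-AMA fluorescence, excitation 380 nm and emission 535 nm, after compounds sit 10 min at room temperature with 10 uM horse-spleen apoferritin in 50% saturated 1-AMA/PBS. Values come from four-parameter Hill fits.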
An asterisk follows results filed as active; ? = inconclusive; · = no result given; & = joins results of further samples; [ ] = dose if it differs, or a comment. Calls follow the shape of the dose curve; as a rule, active = well fitted curve in the direction sought with a large enough effect; inconclusive = small, poorly fitted or top-dose-only effect, or another doubt; inactive = no such curve, though single readings can be large; an effect the other way counts as inactive or inconclusive. Potency is read from the fitted curve at half-maximal effect. This is a subset; the hit share may differ from the screen's.

SMILES	APE1 inh	POLK inh	G9a block	Pol eta inh	BLM inh	POLB inh	BAZ2B block	Pol iota inh	Apoferritin bind
COC(=O)c1ccccc1NC(=O)c1cccc(NC(=O)C(C)C)c1	-2%	4%	?	1%	2%	13%	-2%	5%	?
COc1ccc(-c2nc(CN3CCN(C(=O)c4ccco4)CC3)c(C)o2)c(F)c1	21%	-18%	-3%	-20%	-4%	10%	-22%	23%	-14%
CCOC(CCNC(=O)c1cn(-c2cccc(C)n2)cn1)OCC	-4%	2%	5%[59 µM]	5%	3%	20%	-5%	19%	-5%
COc1ccc(-c2noc(-c3ccc(Br)o3)n2)cc1	14%	-4%	·	-4%	-5%	24%	-1%	-10%[58.9 µM]	0%
CCn1c2ccccc2c2nnc(SCCN3CCCCC3)nc21	23%	2%&-2%	?	9%&-15%	26%&35%	?	-6%&-1%	-8%&9%	-20%&-9%
Nc1nc(SCC(=O)Nc2cccc(C(F)(F)F)c2)n[nH]1	·	-3%	12%[59 µM]	-15%	0%	24%	-2%	5%	?
CCc1ccc(C(C)NC(=O)c2ccncc2)cc1 (configuration not stated)	10%	3%	·	-10%	-9%	20%	2%	-12%	-3%
COc1cnc(SCc2ccc(Cl)cc2)nc1Cl	-2%	-4%	6%[12.7 µM]	-17%	-6%	1%	92%[activator]	-3%	?
Cc1oc2ncn(CC(C)C)c(=O)c2c1C(=O)Nc1cccc(C(F)(F)F)c1	·	-9%	-5%[59 µM]	-14%	3%	13%	8%[57.1 µM]	-2%	-13%
Cc1ccn2c(-c3n[nH]c(=S)n3Cc3ccccc3)c(C)nc2c1	1%	-13%	7.1µM*	-5%	-10%	?	-7%	0%	1%
COc1ccc(C2/C(=C(\O)c3cccc(OC)c3)C(=O)C(=O)N2c2ccccn2)cc1 (configuration not stated)	-8%	-13%	·	-6%	5%	19%	2%	?	-3%
O=C1CN(C(=O)C2CCC(=O)N(CCc3ccc(Cl)cc3)C2)CCN1 (configuration not stated)	8%	-10%	?	-19%	-2%	44%	-11%	27%	2%
Cc1ccc(CNC(=O)[C@H](C)NC(=O)C2CCN(C(=O)[C@@H]3CCCN3C(=O)OC(C)(C)C)CC2)cc1	14%	-6%	-9%[12.7 µM]	-18%	0%	4%	8%	39%[activator]	-17%
COc1cccc(N2CCN(C(=O)CCn3c(=S)[nH]c4cc5c(cc4c3=O)OCO5)CC2)c1	1%	·	-4%[12.7 µM]	·	1%	7%	5%	·	-13%
O=c1c2ccccc2[nH]c(=S)n1CCN1CCCCC1	-14%	16%	·	0%	-11%	-15%	-1%	5%	-9%
CN(C)c1cc(-c2ccccc2)nc(N)n1	-1%	5%	9%	3%	2%	9%	4%	8%	-5%
Cc1nc2ccc3nc(NC(=O)c4ccc(S(=O)(=O)N5CCOCC5)cc4)sc3c2s1	-2%	-16%	12%[12.7 µM]	-9%	0%	10%	-5%	-1%[58.9 µM]	-9%
CSc1ncccc1C(=O)Nc1ccc2c(c1)OCO2	0%	-1%	?	-9%	·	·	3%	21%	·
CN1CCN(c2ccc(S(=O)(=O)N3CCOCC3)cc2NC(=O)CC(C)(C)C)CC1	45%[activator]	-23%	15%[12.7 µM]	3%	·	·	1%	-6%	·
COc1cc(C(=O)OCC(=O)Nc2cc(C)on2)c([N+](=O)[O-])cc1OC	21%	0%	-7%	-17%	-4%	20%	1%	80%[activator]	-7%
COc1cccc(-c2cc(C(=O)NCc3cccs3)no2)c1	4%	1%	4%[59 µM]	-6%	1%	12%	-24%	34%[activator]	-15%
Cc1cc(Br)c(S(=O)(=O)n2nnc3ccccc32)cc1C	1%	-4%	?	-2%	0%	-3%	-8%	?	25%
Cc1cc(Cl)c2oc(C(=O)N(C)Cc3ccon3)c(C)c2c1	-16%	-19%	24%	-10%	-1%	-8%	0%[57.1 µM]	12%	-1%
O=C(CSCc1cnn(-c2ccccc2)c1-n1cccc1)NCc1ccc(Cl)cc1	·	-26%	-28%[59 µM]	-16%	-10%	-18%	?	-5%	5%
COc1ccc(S(=O)(=O)N2CCC(NC(=O)Nc3ccc(C)cc3)CC2)cc1	-1%	-3%	25%[0.0925 µM]	-11%	-10%	17%	-4%	25%	-17%
COc1cc(C)c(Br)cc1S(=O)(=O)N1CCCC1	4%	-8%	-31%[12.7 µM]	-4%	-1%	-5%	-3%	21%	-12%
O=C(c1cccc(F)c1)N1CCN(C(=O)c2cc(-c3ccc(Cl)cc3Cl)on2)CC1	-1%	-8%	14%[59 µM]	-12%	-8%	-2%	2%	-11%	-10%
O=C(CCC1CCCN(C(=O)C2(c3ccccc3)CC2)C1)N1CCN(c2ccccn2)CC1 (configuration not stated)	5%	-13%	4%	3%	-1%	-16%	-2%	24%	-5%
Cc1cc(S(=O)(=O)N2CCN(c3ccc(F)cc3)CC2)ccc1-n1cnnn1	43%[activator]	4%	4%	-10%	-3%	?	-21%	5%	47%[activator]
COc1ccccc1C(=O)N/N=C(\C)CC(=O)Nc1ccccc1NC(C)=O	5%	-1%	-9%[0.501 µM]	-13%	1%	2%	?	-8%	-8%
COC(=O)c1cc(C(=O)OC)cc(S(=O)(=O)Nc2ccc(Cl)c(N)c2)c1	0%	-5%	11%[59 µM]	-14%	0%	-1%	-7%	18%	-22%
Cn1c(=O)c2c(nc(SCCN3CCOCC3)n2C)n(C)c1=O	3%	5%	·	-7%	2%	19%	28%	22%	-1%
Cc1ccc([N+](=O)[O-])c(OCC(O)CNC(C)(C)C)c1 (configuration not stated)	-1%	-6%	·	-1%	0%	-138%	-4%	5%	8%
O=C1c2ccccc2C(=O)N1CCc1nc(-c2ccc(Cl)cc2)no1	4%	-15%	58%[activator]	-23%	-9%	-20%	37%	14%	?
CN(C(=O)CSc1ncccc1C(=O)O)c1ccccc1	-6%	-4%	28%[12.7 µM]	-1%	0%	0%	1%	-12%	-10%
CCCCCc1nnc(NC(=O)C2CCCO2)s1 (configuration not stated)	7%	1%	?	-9%	-5%	4%	-1%	-3%	0%
COc1ccc(NC(=O)C(c2ccc(OC)cc2)N(C)C(=O)CC2NC(=O)NC2=O)cc1 (configuration not stated)	-4%	1%	8%	-7%	4%	21%	1%	-19%	-5%
COc1ccc(CSc2nc(C)cc(=O)[nH]2)cc1	-1%	-6%	23%	-17%	1%	4%	-1%	-2%	?
CCOc1ccc(NC(=O)CN2CCCN(Cc3cc(C)ccc3C)S2(=O)=O)cc1	·	?	-31%[59 µM]	-11%	-6%	-19%	-2%	89µM*	61%[activator]
O=C(OCC(=O)N1CCc2ccccc21)c1ccncc1	-3%	1%	-8%[59 µM]	-11%	·	·	13%	-24%	·

Two records drawn at random from those above:
SMILES	APE1 inh	POLK inh	G9a block	Pol eta inh	BLM inh	POLB inh	BAZ2B block	Pol iota inh	Apoferritin bind
COc1cc(C)c(Br)cc1S(=O)(=O)N1CCCC1	4%	-8%	-31%[12.7 µM]	-4%	-1%	-5%	-3%	21%	-12%
Cc1oc2ncn(CC(C)C)c(=O)c2c1C(=O)Nc1cccc(C(F)(F)F)c1	·	-9%	-5%[59 µM]	-14%	3%	13%	8%[57.1 µM]	-2%	-13%

The listing continues.
SMILES	APE1 inh	POLK inh	G9a block	Pol eta inh	BLM inh	POLB inh	BAZ2B block	Pol iota inh	Apoferritin bind
O=C(Cn1ncc2c(=O)oc3ccccc3c21)NCC1COc2ccccc2O1 (configuration not stated)	-4%	-16%	7%	1%	0%	0%	-4%	-6%	-1%
C=CCN(C(=O)c1csnn1)C(C(=O)NC1CCCCC1)c1ccccc1 (configuration not stated)	-10%	6%	34%	-7%	-3%	60%	7%	65%[activator]	-8%
CCn1cc(C(=O)NCc2ccccc2OC)c(=O)c2ccc(C)nc21	3%	-4%	-4%[59 µM]	0%	-1%	?	·	-5%	-8%
COC(=O)c1cc(=O)n(-c2ccc(C(F)(F)F)cc2)[nH]1	-9%	-8%	-28%	12%	-5%	3%	-22%	39%[activator]	-16%
CCn1c(=O)c2cc(C(=O)NCC(OC)OC)sc2c2ccccc21	47%[activator]	-11%	-8%	0%	1%	-6%	-19%	17%	-3%
COc1ccc(S(=O)(=O)N2CCC(C(=O)N3CCN(c4ccccc4OC)CC3)CC2)cc1	0%	-5%	5%[12.7 µM]	-17%	0%	-13%	15%	20%	-12%
Cc1ccc(NC(=O)C2CCN(S(=O)(=O)c3c(C)noc3/C=C/N(C)C)CC2)cc1	-4%	-8%	5%[0.0925 µM]	-4%	-2%	24%	-25%	-14%	-12%
CC(=O)N(C)c1nc(-c2ccc(Cl)cc2)cs1	11%	-11%	-31%[12.7 µM]	-6%	-1%	17%	2%	-2%	-11%
Cc1c(CN2CCC(n3nccc3NC(=O)CCc3ccccc3)CC2)cnn1C	0%	-1%	·	-12%	3%	-1%	-1%	2%	1%
C=CCn1c(SCc2ccccc2)nc2c1c(=O)[nH]c(=O)n2C	12%	-1%	32µM*	-9%	-2%	?	0%	-33%	1%
CCOC(=O)/C(=N\Nc1cc(Cl)ccc1Cl)N1CC(C)OC(C)C1 (configuration not stated)	1%	1%	6%[12.7 µM]	-17%	-2%	0%	-1%	11%	-14%
COc1ccc2[nH]c(=O)c(CN(C(=O)C3CCCO3)c3ccc(C)cc3)cc2c1 (configuration not stated)	2%	-16%	23%	-1%	0%	-42%	7%	21%	-9%
Cc1ccc(C(=O)N(C)CCOc2ccccc2)cc1S(=O)(=O)N1CCOCC1	40%[activator]	-22%	6%[59 µM]	-11%	·	·	2%	11%	·

A few values from the entries so far:
For Pol iota inh, COc1cc(C(=O)OCC(=O)Nc2cc(C)on2)c([N+](=O)[O-])cc1OC reads 80%[activator]
For POLK inh, COc1ccc(C2/C(=C(\O)c3cccc(OC)c3)C(=O)C(=O)N2c2ccccn2)cc1 (configuration not stated) reads -13%
